Screens: PubChem, several laboratories
Peg3 promoter: inhibitors of Peg3 promoter | HeLa PEG-Prom luciferase reporter, luminescence, overnight | inhibition, % at 20 µM | 360,000 tested, 1.7% active;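 active means inhibition of at least 50% at 20 µM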
C8 TRAIL sens: sensitizes caspase-8 expressing cells to TRAIL. NB7+C8 cells + TRAIL, ATPlite viability luminescence. inhibition (viability loss, TRAIL sensitization), % at 10 µM. 360,000 tested, 1% active;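 active means compounds causing at least 50% loss of cell viability in the single-dose screen, relative to plate controls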
NR2E3 ag-1: human photoreceptor-specific nuclear receptor agonism; Q9Y5X4; inhibition of corepressor binding, % at 3.98 µM; CHO-S Gal4-NCOR/VP16-NR2E3 two-hybrid, luciferase; AID 602229; 360,000 tested, 0.35% active;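 active means inhibition above the mean of all tested compounds plus 3 SD, cut at about 70% in these data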;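 further: 0% = DMSO with NR2E3 transfected cells and 100% = cells lacking NR2E3 construct; higher means lower luciferase signal from less NR2E3 corepressor binding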
Target sequence (Q9Y5X4 whole entry, looked up, the tested form may be a part): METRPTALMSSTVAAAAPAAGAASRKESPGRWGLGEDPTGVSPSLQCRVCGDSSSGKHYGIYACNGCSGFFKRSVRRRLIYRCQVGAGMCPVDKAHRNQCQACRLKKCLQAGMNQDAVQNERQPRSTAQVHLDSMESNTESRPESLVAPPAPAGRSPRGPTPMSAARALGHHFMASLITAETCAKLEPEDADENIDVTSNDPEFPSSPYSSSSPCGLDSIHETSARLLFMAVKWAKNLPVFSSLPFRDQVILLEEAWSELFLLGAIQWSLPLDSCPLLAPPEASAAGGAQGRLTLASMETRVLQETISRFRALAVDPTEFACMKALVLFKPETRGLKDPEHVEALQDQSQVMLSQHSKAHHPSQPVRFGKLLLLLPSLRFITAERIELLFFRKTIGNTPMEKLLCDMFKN
HIF-2a inh: blocks HIF-2a reporter activity; 786-0 RCC cells HIF-2a reporter, luciferase luminescence, overnight; inhibition, % at 18.8 µM; 360,000 tested, 0.72% active;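 active means inhibition of the luminescence signal of 40% or more relative to plate controls, in a single-dose primary screen at 18.75 µM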
KKLEB tox: reduces viability of KKLEB cystic fibrosis airway cells; KKLEB CF airway cells viability, ATPlite luminescence, overnight; active compounds read low; cells stimulated with P. aeruginosa culture filtrate; activity change (cytotoxicity), % at 5 µM; 360,000 tested, 0.36% active; AID 602141;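 active means corrected activity change at or below -50% at 5 µM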
TRPM1 prom inh: reduces MITF-dependent TRPM1 promoter luciferase signal; SK-MEL-5 TRPM1 promoter luciferase, 24 h; 330,000 tested, 0.83% active; inhibition, % at 12.5 µM;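 active means mean inhibition across replicates of 60% or more, whatever share of single replicates reaches that level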; further: values of inactives mirror those of a sister screen read the other way
iPSC survival up: hiPSC single-cell survival enhancement. ATPlite luminescence; 100% = ROCK inhibitor wells, 0% = DMSO. survival enhancement, % at 20 µM. 360,000 tested, 0.044% active; in the data active means survival enhancement above about 18%;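 further: cells exposed to compounds for 16 hours before the ATP read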
LMP1 NFkB inh: Epstein-Barr LMP1 NF-kappaB reporter inhibition; 350,000 tested, 0.69% active; inhibition, % at 12.5 µM; LMP1-induced NF-kappaB luciferase reporter cells, luminescence; in the data active means inhibition above about 41%;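 further: 0% = neutral control wells and 100% = reference inhibitor control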
Shn3 3UTR inh: inhibitors of Schnurri-3 3'UTR reporter in osteoblasts; Clone20 osteoblast Shn3 3'UTR firefly luciferase, 24 h; inhibition, % at 12.5 µM; 360,000 tested, 0.52% active;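 active means mean inhibition of at least 75% with every replicate also reaching 75%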;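 further: 0% = median of neutral control wells and 100% = pilot-screen positive control compound; some compounds past the cut are filed as inactive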
NR2E3 ag-2: NR2E3 (human) agonism | Q9Y5X4 | GST-NR2E3/biotin-RetCOR TR-FRET, 1536-well | inhibition of corepressor binding, % at 4.78 µM | 320,000 tested, 0.12% active | AID 2300;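 active means percent inhibition above the cutoff of mean plus 3 SD of all tested compounds, set per screening campaign, cut at about 20% in these data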;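 further: 0% = DMSO wells and 100% = biotin wells as full block of FRET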
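Assay system: NR2E3–RetCOR corepressor complex. Quantity: 1.35 nM GST-NR2E3. Buffer or medium: pH 7.5 Tris-based buffer. Reagent: biotinylated RetCOR corepressor at 7 nM final. Schedule: 5 h at 4 °C. Detection: TR-FRET, emission read at 617 and 671 nm. Replicates: one well per compound, singlicate testing.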
CF NFkB block: cystic fibrosis NF-kB activation inhibition. AID 588850. KKLEB NF-kB-GFP reporter, PAF-induced, GFP fluorescence overnight. inhibition, % at 5 µM. 360,000 tested, 0.86% active;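 active means at least 50% inhibition at 5 µM, scaled per plate between neutral and stimulator controls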;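 further: PAF is a Pseudomonas aeruginosa culture filtrate used as stimulus; plate controls were PAF-stimulated DMSO wells for no effect and unstimulated DMSO wells for full effect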
* marks the source's active call; other numbers are inactive results; . = not tested or not shown. An excerpt (hit frequency here may not be typical).

structure,Shn3 3UTR inh,LMP1 NFkB inh,KKLEB tox,Peg3 promoter,CF NFkB block,TRPM1 prom inh,C8 TRAIL sens,NR2E3 ag-2,iPSC survival up,HIF-2a inh,NR2E3 ag-1
O=C(NCCCCCNC(=O)c1ccccn1)c1ccccn1,-3,-1,-3,17,-6,-3,7,2,-0.6,4,11
COc1ccccc1NC(=O)COC(=O)c1c(NC(C)=O)sc(C)c1C,21,-13,12,-6,-28,.,-1,.,2.8,-43,-41
O=C(CNC(=O)c1ccc(F)cc1)NCc1ccccn1,-12,-1,-11,10,-8,1,11,0,0.0,2,-1
COc1cccc(NC(=O)c2oc3ccccc3c2NC(C)=O)c1,-26,-23,2,-160,-44,-51,16,-5,2.9,-281,-51
COc1ccc(N(CC(=O)NCc2ccco2)S(C)(=O)=O)c(OC)c1,3,3,0,7,14,2,-1,3,-0.8,11,-16
CCNC(=O)C1(C)CCN(Cc2cccc(C(F)(F)F)c2)C1 (centres undefined),13,.,13,15,-13,.,6,.,1.2,6,-11
CCOC(=O)C1=C[C@@H](C(C)C)N(S(=O)(=O)c2ccc(C)cc2)[C@H]1c1ccccc1F,20,.,-17,19,2,.,2,.,-0.1,10,7
Cc1ccc(S(=O)(=O)NC(CC(C)C)C(=O)Nc2nccs2)cc1 (centres undefined),-10,2,-2,5,13,4,-14,-1,-1.2,11,-7
CCN(CC)CCCN=C1N[C@@H](c2ccccc2)C(C(=O)OC)=C(C)N1CC,-3,-5,16,-11,-14,-18,-7,3,2.2,10,-18
CCN1CCN(C(=O)CN2C(=O)c3ccccc3S2(=O)=O)CC1,-5,-36,3,-114,-18,1,3,1,0.9,-124,-18
COc1ccnc(Oc2ccc(F)cc2)c1C(=O)N/C=N/OCc1ccccc1,7,-5,9,3,-34,-5,-2,1,0.5,9,2
CSc1cccc(N2CC(C(=O)N(Cc3nnc(-c4ccccc4Cl)o3)C3CC3)CC2=O)c1 (centres undefined),23,0,-19,18,3,6,-7,5,0.2,4,-1
Cc1cccnc1Nc1nc(-c2ccccn2)cs1,28,51*,5,-128,9,39,49*,4,-0.4,-180,77*
COc1ccccc1CN1CC(C(=O)N(C)Cc2ccc(C)o2)CCC1=O (centres undefined),-20,-6,12,-43,-18,-13,-8,-2,0.3,-44,-23
CCOc1cccc(C(=O)NC2=NCCS2)c1,-62,14,-3,-209,12,-58,41,.,-0.4,-152,-128
CCC(=O)Nc1ccc(C(=O)NNC(=O)c2ccc(Cl)cc2)cc1,-29,20,7,14,-15,-3,13,.,0.5,-9,17
Nc1ncnc2nc(SCCc3ccccc3)[nH]c12,-10,1,-4,0,15,3,-10,0,6.6,9,1
O=C(NCCc1ccccc1)c1nccc2ccccc12,-78,2,13,-201,-40,-78,-2,3,-0.7,-196,-64
O=C1CC(c2ccccc2)CC(=O)C1CS(=O)(=O)c1ccccc1 (centres undefined),-4,-1,3,-3,8,11,5,3,-0.2,19,-12
COc1ccc(Nc2ncnc3nc[nH]c23)cc1OC,-2,7,-5,-11,20,9,-12,2,0.3,-1,-5
COc1cc(OC)nc(Oc2cc(/C=N/O)ccc2OC)n1,-3,-6,3,10,18,16,-31,0,1.5,13,-19
Cc1[nH]c2ccccc2c1C(=O)C(=O)NCCc1c[nH]c2ccccc12,5,-15,-16,5,25,3,-1,0,-0.3,0,23
CC(C)NCC(O)c1ccc(O)c(O)c1 (centres undefined),-11,9,30,-12,-5,-12,-7,-4,-1.2,9,20
CCCCN(C)c1c(C)nc2ccc(C(=O)NCc3ccc(OC)cc3)cn12,6,.,15,23,-16,.,-10,.,4.8,7,33
O=C(CCc1ccccc1)Nc1nn[nH]n1,9,-5,-2,4,12,0,-3,0,1.7,13,18
COc1cc(CC(=O)N2CCC(n3nccc3NC(=O)C3CC3)CC2)cc(OC)c1OC,0,-23,-4,15,-1,-9,-6,2,1.0,7,4
Cc1ccc(S(=O)(=O)N2[C@@H](c3ccc(Cl)cc3)C(C(=O)O)=C[C@H]2CC2CCCC2)cc1,-14,4,6,15,12,1,-6,.,0.2,12,30
O=S(=O)(c1ccc2oc3ccccc3c2c1)N1CCOCC1,5,-16,-13,6,4,1,-1,3,2.0,-1,-2
COCCNC(=O)c1cc2cc(Br)cc(Br)c2oc1=O,0,-1,19,12,10,3,-2,2,0.2,15,3
COC(=O)c1[nH]c2cccc(OC)c2c1NC(=O)CCN1CCSCC1,6,6,1,8,-4,5,-19,1,-0.5,14,-18
O=C(C/C=N\OCc1ccc([N+](=O)[O-])cc1)Nc1ccc(F)cc1F,-4,2,3,8,0,2,-3,3,0.4,7,-12
CCNc1nc(SC(C)C(=O)Nc2ccccc2)nc(N2CCOCC2)n1 (centres undefined),12,10,-14,7,31,2,-5,4,-2.3,20,13
Cc1ccc(/C=N/NC(=O)COc2ccccc2-c2ccccc2)cc1,23,6,-26,40,51*,59,5,3,-1.4,2,26
O=S(=O)(c1ccc(-c2ccccn2)s1)N1CCC2(CC1)OCCO2,40,.,7,13,0,.,-1,0,-0.8,10,12
Nc1ccc2c(C(F)(F)F)cc(C(F)(F)F)nc2n1,-10,6,11,-9,-4,12,3,2,0.5,15,-25
COc1ccccc1Nc1nc(NCCCN(C)C)nc(N)c1[N+](=O)[O-],6,-5,-14,11,-41,-15,17,2,-0.5,2,-11
CCOC(=O)Cc1csc(SCC(=O)Nc2oc(C)c3c(C)n[nH]c(=O)c23)n1,1,-5,8,9,3,2,-10,1,-0.2,9,-9
COc1cccc(CNc2ccc(S(N)(=O)=O)cc2)c1OC,-41,-1,0,-5,-18,-5,6,1,6.6,8,-26
O=C(c1ccccc1)c1ccc(N2CCOCC2)c(NC(=O)c2ccco2)c1,3,7,-12,28,2,0,0,0,-3.6,2,-6
O=C(NCc1ccccc1)c1ccc(CNc2c(N3CCCC3)c(=O)c2=O)cc1,4,-6,-6,-6,-4,11,-2,-1,-0.2,4,9

Two compounds picked at random from the list so far, as already listed:
structure,Shn3 3UTR inh,LMP1 NFkB inh,KKLEB tox,Peg3 promoter,CF NFkB block,TRPM1 prom inh,C8 TRAIL sens,NR2E3 ag-2,iPSC survival up,HIF-2a inh,NR2E3 ag-1
O=S(=O)(c1ccc(-c2ccccn2)s1)N1CCC2(CC1)OCCO2,40,.,7,13,0,.,-1,0,-0.8,10,12
COc1cccc(CNc2ccc(S(N)(=O)=O)cc2)c1OC,-41,-1,0,-5,-18,-5,6,1,6.6,8,-26

Following part:
structure,Shn3 3UTR inh,LMP1 NFkB inh,KKLEB tox,Peg3 promoter,CF NFkB block,TRPM1 prom inh,C8 TRAIL sens,NR2E3 ag-2,iPSC survival up,HIF-2a inh,NR2E3 ag-1
CC1CCN(c2ccc(C=O)o2)CC1,-5,-10,-19,0,15,0,0,4,-0.3,-4,-4
COc1ccc(C2NCCc3c2[nH]c2ccccc32)cc1CN1CCc2cc(OC)c(OC)cc2C1C (centres undefined),8,-21,-15,46,11,59,9,.,-0.7,9,5
CC(C)(C)c1nc(SCC(=O)Nc2ccc3c(c2)OCCO3)c2ccccc2n1,7,-10,-15,31,20,6,-6,0,-0.4,18,14
Cc1ccc2oc(=O)c3cc(C(=O)NCCCN4CCN(C)CC4)sc3c2c1,19,6,-7,-4,-21,-14,8,1,-0.5,7,-9
CN1OC(COC(=O)c2ccc(Cl)cc2)CC1c1ccccc1 (centres undefined),-6,-14,-2,-60,-40,2,-8,6,-3.3,-13,9
NC(=O)c1ccccc1NC(=O)c1ccccc1Cl,4,0,8,-12,-8,3,5,0,2.1,-51,-6
CCCCc1ccc(S(N)(=O)=O)cc1,8,2,-4,9,-2,2,-3,5,-1.9,8,0
CS(=O)(=O)N(CC(=O)Nc1ccc(S(=O)(=O)N2CCCC2)cc1)c1ccccc1,4,-4,2,7,4,1,-2,2,-1.5,7,24
CCOC(=O)COc1ccc(C(=O)Nc2cccc(Cl)c2C)cc1,-3,2,3,4,14,5,-2,-2,0.4,23,-45
O=C(Cn1cnc([N+](=O)[O-])n1)c1ccc(O)c(O)c1,-7,3,-6,-13,10,.,-5,5,-0.2,-6,-40
O=C(Nc1ccc(S(=O)(=O)N2CCOCC2)cc1)C1COc2ccccc2O1 (centres undefined),6,2,1,-8,-19,-5,2,6,1.6,-1,11
CCCN(C(=O)c1cc(CC)c(C)s1)c1c(N)n(Cc2ccccc2)c(=O)[nH]c1=O,-5,-5,-8,6,10,-9,-1,-3,0.5,17,-45
Cc1ccc(OCCCCN2CCCCC2)c(C)c1,-6,1,-6,-3,14,7,-2,2,-0.3,23,-12
C/C(=N\NC(=O)c1ccc(Cl)c(Cl)c1)c1ccccn1,91*,73*,-5,-19,46,65*,28,.,0.8,-178,-17
CC(C)C[C@H]1CN([C@@H](Cc2ccccc2)CN2CCC[C@@H]2CN2C(=O)C(=O)NC[C@@H]2Cc2ccc(O)cc2)C(=O)C(=O)N1CC1CCCCCC1,0,.,3,0,3,.,-13,.,-0.5,5,-10
CCc1ccc(OCC(=O)NNC(=O)CSc2nnc(-c3ccc(C)cc3)n2C)cc1,6,1,7,-8,-6,22,-6,0,1.0,-6,-2
N#Cc1c(NC(=O)c2ccc(-c3ccccc3[N+](=O)[O-])o2)sc2c1CCCC2,-4,3,9,-61,11,-20,-4,1,-2.8,-130,19
Cc1ccc(S(=O)(=O)N2C[C@@H]3[C@H]4CC[C@H](C4)[C@@H]3[C@@H](C)[C@@H]2C2CCCCC2=O)cc1 (some centres undefined),0,-32,0,7,8,-3,10,.,-1.7,-11,18
CC1=C(C(=O)N(C)C)CC(CC(=O)NC2CCCC2)C(=O)N1CCCN1CCCC1=O (centres undefined),-9,-1,9,4,-18,.,-5,.,-1.3,5,16
O=C(NCc1ccccn1)C(=O)N/N=C/c1ccc2c(c1)OCO2,-13,-12,-3,7,6,-9,1,0,1.8,-5,8
CC(=O)N1CCc2cc(NC(=O)C3(C)CCN3Cc3ccccc3Cl)ccc21 (centres undefined),8,.,5,-8,6,.,21,.,0.3,-37,-33
CCOc1ccc(CN(C)C(C)C(=O)NCc2ccccc2)cc1 (centres undefined),12,2,-2,-4,1,4,-2,2,-0.7,16,-7
O=C(C(=O)N1CCCC1)c1c[nH]c2ccccc12,-6,-4,-8,5,-8,3,10,-1,-0.5,-6,-18
COc1cccc(NCc2cc(=O)oc3cc(-c4ccccc4)c(O)cc23)c1,-19,-9,-11,-116,-12,-19,0,-1,0.1,-175,-51
O=C(NCCSc1ccccc1)c1ccc(Br)cc1,-107,-36,-5,-354,7,-24,9,-1,-0.2,-146,-146
